FXIa inh mix: inhibitors of human coagulation factor XIa, pooled mixtures; inhibition, % at 5 µM; AID 680; purified FXIa, fluorogenic substrate; P03951; actives 0.19% (n = 62,000);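 also: each value is inhibition by a whole ten-compound pool holding the compound; 0% = enzyme with no mixture and 100% = wells lacking enzyme; strong numbers were not always called active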
Cathepsin G inh: blocks human cathepsin G enzyme activity; P08311; purified enzyme, AMC-tetrapeptide fluorescence, pooled mixtures; inhibition, % at 5 µM (by protocol); actives 0.2% (n = 62,000);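 active = inhibition above 20% in each of the two mixture wells holding the compound; inactive = inhibition of 20% or less in either well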;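 also: 0% = enzyme control without mixture and 100% = blank lacking enzyme; strong numbers were not always called active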
5HT1a ag: agonists of human 5-HT1a serotonin receptor | activation, % at 10 µM | CHO 5-HT1a Ga15 NFAT-bla reporter, FRET ratio; 0% basal, 100% maximal reference agonist | actives 0.56% (n = 65,000) | AID 567 | P08908;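 active = activation above the screen-wide mean activation plus 3 SD, cut at about 19% in these data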;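 also: 0% = DMSO wells and 100% = 5-CT at EC100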
FXIIa mix inh: inhibitors of human coagulation factor XIIa, pooled mixtures; P00748; purified FXIIa, fluorogenic substrate; inhibition, % at 5 µM; actives 0.2% (n = 62,000); AID 684;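 also: 0% = enzyme without compound and 100% = no enzyme blank; some results filed as inactive read as strong as hits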
Target sequence (P00748 20-372 limits assumed): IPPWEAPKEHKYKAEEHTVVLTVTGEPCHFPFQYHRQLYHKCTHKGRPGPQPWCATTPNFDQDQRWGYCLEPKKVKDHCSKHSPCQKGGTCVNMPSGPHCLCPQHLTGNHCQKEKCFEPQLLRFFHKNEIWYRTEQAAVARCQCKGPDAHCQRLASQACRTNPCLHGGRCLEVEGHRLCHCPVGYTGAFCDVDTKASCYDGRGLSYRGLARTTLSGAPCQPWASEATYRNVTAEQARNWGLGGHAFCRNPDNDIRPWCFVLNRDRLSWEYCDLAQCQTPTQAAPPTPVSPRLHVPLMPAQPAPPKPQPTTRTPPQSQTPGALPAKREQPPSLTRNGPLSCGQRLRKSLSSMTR
Target sequence (P00748 373-615 limits assumed): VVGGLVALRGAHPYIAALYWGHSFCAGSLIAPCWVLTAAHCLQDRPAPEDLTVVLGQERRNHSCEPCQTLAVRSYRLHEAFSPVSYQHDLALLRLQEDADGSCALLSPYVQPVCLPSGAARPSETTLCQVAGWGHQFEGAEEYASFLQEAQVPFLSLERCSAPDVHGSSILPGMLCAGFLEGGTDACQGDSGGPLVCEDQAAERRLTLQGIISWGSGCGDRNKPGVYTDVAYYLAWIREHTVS
C1s inh: human complement C1s inhibition; P09871; purified C1s, fluorogenic AMC substrate, pooled mixtures; mean inhibition % of two 10-compound mixtures (hits give high values), % at 5 µM (by protocol); actives 0.16% (n = 62,000);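 active = inhibition above 20% in each of the two 10-compound mixture wells holding the compound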;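 also: 0% = enzyme wells lacking compound mixture and 100% = no-enzyme blank wells; some compounds called inactive have numbers as strong as hits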
Hsp90 block: displaces geldanamycin probe from tumor Hsp90; inhibition, % at 30 µM; AID 429; actives 0.35% (n = 64,000); NCI-N417 lysate Hsp90, Cy3B-geldanamycin FP displacement; P07900;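 active = inhibition above 50%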;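 also: 0% = tracer plus lysate wells and 100% = tracer alone without lysate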
CatL block: inhibitors of human cathepsin L; purified cathepsin L, fluorogenic substrate, fluorescence; inhibition, %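 (tested at 10 µM)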; actives 0.17% (n = 58,000); AID 460; in the data active = inhibition above about 45%;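 also: 0% = enzyme with no compound and 100% = no enzyme blank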
Target sequence (P07711 114-288 limits assumed): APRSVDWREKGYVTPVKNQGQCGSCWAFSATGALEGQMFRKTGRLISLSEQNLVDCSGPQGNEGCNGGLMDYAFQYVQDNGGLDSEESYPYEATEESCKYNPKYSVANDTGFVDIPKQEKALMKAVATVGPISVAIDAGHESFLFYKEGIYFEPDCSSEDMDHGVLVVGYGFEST
Target sequence (P07711 292-333 limits assumed): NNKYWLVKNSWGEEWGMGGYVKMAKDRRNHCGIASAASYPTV
Cdc25B block: inhibitors of human Cdc25B phosphatase; P30305; actives 0.1% (n = 65,000); recombinant Cdc25B, OMFP fluorescence Ex485/Em525; inhibition, %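 (compounds tested at 10 µM final in the well)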; in the data active = inhibition above about 50%
DUSP1 inh: inhibitors of human MKP-1 phosphatase; recombinant MKP-1, OMFP hydrolysis fluorescence; inhibition, %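 (compounds tested at a single concentration somewhere between 10 and 100 µM)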; actives 0.15% (n = 65,000);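 active = inhibition above about 50%, limit read from the data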;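 also: 0% = DMSO max control wells and 100% = wells with enzyme stopped by NaOH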
* marks the source's active call; other numbers are inactive results; x = not tested or not shown. Rule as the data show it, unless noted: active = inhibition above about 20% (passing the limit was not always enough); inactive = the rest.

Structure	FXIa inh mix	Cathepsin G inh	5HT1a ag	FXIIa mix inh	C1s inh	Hsp90 block	CatL block	Cdc25B block	DUSP1 inh
Cc1cc(C(=O)OCC(=O)N2CCc3ccccc32)c(C)o1	1	9	-1.7	0	7	0	-3	-12	-5
CC1(C)Oc2ccc3ccc(=O)oc3c2C(N2CCCCC2)C1O (configuration not stated)	4	12	0.8	20*	11	-17	-6	-5	-2
CCOC(=O)C(O)(NC(=O)c1cccnc1)C(F)(F)F (configuration not stated)	5	-3	-1.9	1	-1	-2	-6	1	-12
CCC(C)(C)NC(=O)c1ccc2c(c1)N(CC(=O)OC)C(=O)C(C)(C)O2	6	-1	-2.3	6	-5	-3	-18	-4	-3
CN1CCCCCC1=Nc1ccccc1C#N	5	13	1.0	1	7	-4	0	-17	1
COc1ccccc1OCC(=O)Nc1nnc(-c2ccco2)s1	3	8	-4.3	4	1	-3	1	4	-21
O=C(NC1(C(F)(F)F)Oc2ccccc2O1)N1CCCC1	2	2	1.2	-14	2	x	-10	-15	2
COC(=O)c1[nH]c2ccc(F)cc2c1NC(=O)CCN1CCN(C(=O)c2ccco2)CC1	2	1	-2.5	2	-1	-9	-24	2	-4
CC(C)CC(c1nnnn1CC1CCCO1)N1CCN(Cc2ccc3c(c2)OCO3)CC1 (configuration not stated)	2	10	-1.3	2	18	-2	25	-13	-2
C=CCn1c(N)cc(=O)nc1SCC(=O)N1CCN(c2ccc(F)cc2)CC1	14	2	-2.7	3	6	-8	-4	3	-10
CCN1C(=O)C(Cc2nc3ccccc3c(=O)n2C)c2ccccc21 (configuration not stated)	-2	-3	-0.8	6	-5	-5	-4	-2	6
Cc1ccc2cc(-c3noc(C4CCCO4)n3)c(=O)[nH]c2c1 (configuration not stated)	4	9	-1.6	-4	-1	-1	-9	4	5
CN=C1SC(CC(=O)Nc2sc3c(c2C#N)CCCC3)C(=O)N1C (configuration not stated)	6	-9	1.1	8	-48	-3	-1	0	20
Cc1ccc(Cl)cc1N1CCN(S(=O)(=O)c2cccc(S(=O)(=O)N3CCCC3)c2)CC1	-25	-16	-0.1	0	-92	x	-7	5	2
CCSC1=C(C#N)C(=O)n2c1cc1c2CCCC1	6	1	-3.0	7	3	-5	15	11	0
Clc1ccc(-c2nn3c(-c4cccc(Cl)c4)nnc3s2)cc1	x	x	0.3	x	x	-4	7	12	-19
Fc1ccc(-n2c(Cc3ccccc3)nnc2SCc2nc(-c3cccs3)no2)cc1	0	1	-2.4	6	-1	0	-1	-17	17
CCOc1ccc(CCNS(=O)(=O)c2c(C)n[nH]c2C)cc1OCC	7	-2	-1.0	-1	-9	1	-5	-6	-18
Cn1c(=O)c2cc(S(=O)(=O)NCCC(=O)NCc3ccccc3Cl)ccc2n(C)c1=O	12	2	-2.8	5	-26	-1	21	10	7
Cc1ccccc1-c1nc(CN2CCC(C(=O)NCCCN3CCCC3)CC2)c(C)o1	6	7	-1.0	1	5	-4	12	-22	-3
CCOc1ccccc1NC(=O)CSc1nc(N)c(C#N)cc1C#N	8	0	0.0	8	-28	-4	20	-1	23
N#CC(c1nc2ccccc2nc1N1CCCCC1)S(=O)(=O)c1ccc(Cl)cc1 (configuration not stated)	2	-1	-1.0	1	6	-3	5	-5	-10
CC(=O)Nc1ccc(OC(=O)C(CCS(C)(=O)=O)N2C(=O)c3ccccc3C2=O)cc1 (configuration not stated)	-19	2	-4.3	6	-33	-2	-1	-12	3
CC1(C)C(c2cccs2)=[N+]([O-])C2(CCCCC/C2=N\O)N1O (configuration not stated)	6	-6	0.7	-14	17	5	5	8	-1
CCOC(=O)CSc1nc2cc(OC)ccc2cc1C#N	3	-8	-1.5	10	-16	-4	8	1	-26
O=C(OCCN1CCOCC1)c1ccc(OCCN2CCOCC2)cc1	4	15	0.7	9	45	-3	19	0	-8
CCCCCOc1ccc(OC(=O)c2ccncc2)cc1	-9	-1	-2.4	9	-3	2	10	-1	2
COc1ccccc1NC(=O)C1CC(=O)N(c2ccc(F)cc2)C1 (configuration not stated)	-7	-16	-2.0	-6	-30	-4	0	-14	2
COC(=O)c1sc2nc3c(cc2c1N)COC(C)(C)C3	2	-2	x	14	-10	x	15	-13	15
O=S(=O)(NCCc1ccncc1)c1ccc(S(=O)(=O)N2CCCCCC2)cc1	-2	9	0.0	-1	3	-4	1	-7	6
COc1ccc(N2CCN(C(=O)CSc3nnc(C)c(=O)[nH]3)CC2)cc1	5	8	-3.1	2	15	2	7	1	0
Cc1ccc(-c2csc(NC(=O)CSc3ncn(-c4ccccc4)n3)n2)cc1	10	8	5.5	3	15	2	2	0	2
O=C(CSc1nnc(Cc2csc(Nc3cccc(Cl)c3)n2)o1)N1CCc2ccccc21	10	4	0.8	0	3	-3	0	30	33
CCOC(=O)c1c(CN2CCN(C)CC2)oc2ccc(O)cc12	4	10	-1.9	-1	19	0	-4	1	-19
COc1ccccc1NC(=O)NCCN1C(=O)C2C3C=CC(C3)C2C1=O (configuration not stated)	5	-8	-1.4	4	-29	-1	x	3	-6
Cc1c(NC(=O)c2cc3nc(-c4ccccc4)cc(C)n3n2)c(=O)n(-c2ccccc2)n1C	12	6	0.2	1	1	3	-2	23	5
CC(OC1=CC(=O)CCC1)C(=O)c1ccccc1 (configuration not stated)	6	-8	-1.0	7	15	-3	4	-4	5
CN(C)c1oc(-c2ccc(OCc3ccccc3)cc2)nc1C#N	23*	8	-0.4	6	14	-8	-7	-11	0
O=C(NC1CCCCC1)N(CCN1CCOCC1)Cc1cc2cc3c(cc2[nH]c1=O)OCCO3	-4	-2	-2.3	3	-12	-2	x	-8	1
N#CC12CCCCC1CC1CCCCC1(C#N)N2CCO (configuration not stated)	1	-8	-2.1	-25	-11	-5	-6	-3	8
CC(C)Nc1nc(C#N)nc(NC(C)C)n1	3	11	0.9	-20	1	4	40	-20	-2
COc1ccccc1NC(=O)Cn1cnc2c(cnn2-c2ccccc2)c1=O	4	8	-0.9	-14	13	-3	-4	-10	-27
COC(=O)c1ccc(/C=N\n2c(C)nnc2C)cc1	19	-4	-3.0	-18	-9	2	4	-5	0
CCCn1c(N)c(C(c2ccc(C(=O)OC)cc2)N2CCN(c3ccccc3)CC2)c(=O)[nH]c1=O (configuration not stated)	6	0	1.4	-3	-2	-3	10	-6	28
Clc1ccc(Oc2nc(N3CCOCC3)nc(N3CCOCC3)n2)c(C2CCCCC2)c1	5	9	2.9	-1	17	1	x	-10	-2
Cc1noc(C)c1CSc1nnc(C)c(=O)[nH]1	x	x	0.6	x	x	0	x	-13	-10
CCOC(=O)c1ccc(S(=O)(=O)NC2CCCCCCC2)n1C	3	9	0.1	3	-5	4	7	4	7
N#CCCNc1ccc(OCCC#N)cc1	3	-1	-3.1	-17	0	3	0	-3	-35
Cc1ccc(-n2c(CSc3nc(C)cc(C)n3)nnc2SCC(=O)N2CCCC2)cc1	11	13	-1.0	7	13	2	26	4	2
Cc1ccc(-n2nnnc2SCC(=O)N2CCc3ccccc3C2)cc1	2	-4	-4.2	-3	-30	-1	0	-10	12
CCOC(=O)N1CCN(C(=O)C2CCC(=O)N2C(C)C)CC1 (configuration not stated)	6	12	-1.8	-16	13	-1	-7	-8	23
COc1ccc(S(=O)(=O)N2CCC(C(=O)NCC(c3cccs3)N(C)C)CC2)cc1 (configuration not stated)	8	11	-3.0	-10	14	-7	21	-20	3
COc1cccc(COc2nc3c(c(=O)n(C)c(=O)n3C)n2C)c1	x	x	1.9	x	x	-4	1	9	-16
Cc1c(N=C2NC(=O)C(CC(=O)Nc3ccccc3)S2)c(=O)n(-c2ccccc2)n1C (configuration not stated)	-2	-9	-1.9	8	-31	-6	6	-9	12
CCOC(=O)N1CCN(S(=O)(=O)c2cc(Br)cnc2N)CC1	10	11	-3.3	6	14	0	5	10	2
CCc1ccc(-c2nc(CN3CCC(C(=O)NCc4ccccc4OC)CC3)c(C)o2)cc1	-4	7	-2.8	8	-4	-11	3	-33	28
Cc1cc(C(=O)Nc2ccc(S(=O)(=O)Nc3nccs3)cc2)c(C)o1	3	-1	-3.6	5	1	-13	-4	5	3
COc1ccc(C(c2sc3nc(C)nn3c2O)N2CCN(Cc3ccccc3)CC2)cc1OC (configuration not stated)	8	10	-2.3	8	15	-6	-2	-7	-5
CC1Cc2cc(/C(O)=C3\C(=O)C(=O)N(CCN(C)C)C3c3ccccc3F)ccc2O1 (configuration not stated)	5	9	0.4	-17	-2	-4	3	-14	-16
CN(C)C=Nc1ccc2nn(-c3ccccc3)nc2c1	-16	-6	0.4	1	-64	-2	-31	2	-1

Profiles, looked up by structure. Screens in order: FXIa inh mix	Cathepsin G inh	5HT1a ag	FXIIa mix inh	C1s inh	Hsp90 block	CatL block	Cdc25B block	DUSP1 inh
`Cc1ccc(-n2c(CSc3nc(C)cc(C)n3)nnc2SCC(=O)N2CCCC2)cc1` across the screens: 11	13	-1.0	7	13	2	26	4	2
`COc1cccc(COc2nc3c(c(=O)n(C)c(=O)n3C)n2C)c1` across the screens: x	x	1.9	x	x	-4	1	9	-16
`CCOC(=O)N1CCN(S(=O)(=O)c2cc(Br)cnc2N)CC1` across the screens: 10	11	-3.3	6	14	0	5	10	2

Following part
Structure	FXIa inh mix	Cathepsin G inh	5HT1a ag	FXIIa mix inh	C1s inh	Hsp90 block	CatL block	Cdc25B block	DUSP1 inh
COc1cc(S(=O)(=O)N2CCCCCC2)c(OC)cc1Br	-11	-3	0.1	-2	-28	x	-11	-5	5
O=C(NCc1n[nH]c(=S)n1-c1ccc(F)cc1)c1ccco1	-6	1	-4.0	-16	-19	-1	16	-1	3
O=C(CN1C(=O)CC(c2ccco2)Sc2ccccc21)Nc1ccccc1F (configuration not stated)	9	14	-2.5	1	11	-1	17	-20	-6
COc1cccc(C(=O)N(Cc2nc(-c3ccc(C)cc3)no2)C(C)C)c1	2	-4	-3.0	0	0	-1	3	-16	4
Cn1nc(OCc2ccccc2)ccc1=O	7	1	-4.0	11	2	-5	-9	0	-4
COc1ccc2nc(NC(=O)c3ccc(Br)s3)sc2c1	6	11	-0.8	8	12	-8	-6	-1	12
CS(=O)(=O)Nc1ccc2c3c(cccc13)CC2	-1	8	0.7	-17	1	-4	1	-12	1
CCOC(=O)CN=C1CC(C)(C)CC2=C1Sc1ncnc(N(C)C)c1N2	3	11	-0.2	0	11	19	6	-9	-14
Cn1cccc1C(=S)N1CCOCC1	-2	9	-0.9	2	-26	-3	-4	-13	-7
Cc1nc2ccc(NC(=O)c3ccc(S(=O)(=O)N4CCOCC4)cc3)cc2s1	9	-3	x	2	-3	x	x	-12	3
Cc1cc(=O)[nH]c(Nc2c(C)n(C)n(-c3ccccc3)c2=O)n1	3	10	-0.1	1	8	-12	-4	-7	-5
CC(C)N1C(=O)CCC1C(=O)N1CCC(Cc2ccccc2)CC1 (configuration not stated)	4	12	-3.6	1	5	0	x	-11	7
O=C(Cc1ccc(F)cc1)Nc1c2c(nn1-c1cccc(Cl)c1)CS(=O)C2 (configuration not stated)	4	11	0.8	2	16	0	34	-18	-21
Cc1cccc(N2CCN(S(=O)(=O)c3ccc4c(c3)n(C)c(=O)c(=O)n4C)CC2C)c1 (configuration not stated)	-1	-5	-0.4	3	-54	-1	-4	-4	11
Cc1ccc(NC(=O)NC2=N/C(=C(/C#N)C(=O)N3CCCC3)c3ccccc32)cc1	4	10	-3.8	8	14	0	27	0	-6
CCOCCOC(=O)C(C)Sc1n[nH]c(=O)[nH]c1=O (configuration not stated)	10	-3	-2.3	0	-3	-2	-6	-1	19
CCCC(c1nnnn1CC(=O)OCC)N(Cc1cc2c(C)cc(C)cc2[nH]c1=O)C1CCCC1 (configuration not stated)	8	8	0.0	9	0	-3	8	-12	9

Source: PubChem BioAssay (several laboratories)

Rows were taken by chance. About 1.6% of those tested had a hit in this group.
